# DENV2 CPE = inhibitors of DENV2 cytopathic effect | DENV2-infected cells, cytopathic effect rescue, plate reader | CPE inhibition, % at 9.99 µM | 350,000 compounds, 1.7% hits | AID 651640; in the data active means CPE inhibition above about 20%, passing the limit was not always enough; inconclusive means no clear call, values can overlap the other calls; tested in BHK-21 cells;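 further: 0% = median of neutral control wells and 100% = median of positive control wells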
# ARNT-TACC3 inh = disruptors of human ARNT/TACC3 interaction; AlphaScreen His-ARNT PAS-B/GST-TACC3 binding, luminescence; TACC3 fragment carries E629A point mutation; inhibition, % at 9.99 µM; 390,000 compounds, 0.66% hits; AID 623870;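 active means mean inhibition of replicates at least 50% and at least half of replicates each reaching 50%; inconclusive means half or more replicates reach 50% but mean below 50%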;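 further: 0% = complete ARNT plus TACC3 wells and 100% = ARNT alone without TACC3; many hits fall short of the cut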
# PAX8 inh HTS = PAX8 transcriptional activity inhibition. RMG-I TPO-luciferase reporter, SteadyGlo, 24 h. inhibition, % at 12.6 µM. 360,000 compounds, 1.2% hits. AID 652154;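 active means mean replicate inhibition at least 60% with every replicate also reaching 60%; inconclusive means only one of the two criteria is met; inactive means mean below 60% and not all replicates reaching 60%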;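 further: luciferase light reporting Pax8 driven TPO promoter activity; plate controls were median of neutral control wells for no effect and mitoxantrone controls for full effect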
# EWS-Fli block = EWS/Fli transcriptional activity inhibition; inhibition, % at 12.6 µM; 350,000 compounds, 0.67% hits; A673 NR0B1-luciferase reporter, viability-normalised; AID 651661;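 active means mean inhibition of at least 50% after viability correction, with every replicate also passing that limit; inconclusive means mean reaches 50% but only one of two replicates passes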;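 further: firefly luciferase signal divided by Alamar Blue viability fluorescence both relative to DMSO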
# CASP6 VEID inh = caspase-6 (human) enzyme inhibition | P55212 | AID 686996 | purified caspase-6, Z-VEID-R110 cleavage fluorescence | 350,000 compounds, 0.53% hits | inhibition, % at 12.5 µM;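 active means mean inhibition across replicates at least about 35%, with every replicate also reaching that limit, limit read from the data; inconclusive means only one of the two criteria met; inactive means neither criterion met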;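 further: 0% = median of neutral control wells and 100% = no fluorescence left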
# Target sequence (P55212 24-179 limits assumed): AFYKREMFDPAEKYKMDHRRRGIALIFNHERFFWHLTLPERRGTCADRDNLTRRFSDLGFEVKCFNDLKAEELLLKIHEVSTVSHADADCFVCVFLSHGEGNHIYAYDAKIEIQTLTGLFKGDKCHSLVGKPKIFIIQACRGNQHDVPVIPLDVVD
# Target sequence (P55212 194-293 limits assumed): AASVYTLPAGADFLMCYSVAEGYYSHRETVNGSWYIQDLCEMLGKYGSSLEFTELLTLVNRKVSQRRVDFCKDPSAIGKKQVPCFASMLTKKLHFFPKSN
# SIRT5 inh = inhibitors of human sirtuin-5 desuccinylase; Q9NXA8; inhibition, % at 15 µM; Purified SirT5, succinyl-peptide AMC, trypsin-coupled fluorescence; 330,000 compounds, 1.1% hits; in the data active means inhibition above about 15%; inconclusive means no clear call, values can overlap the other calls
# Target sequence (Q9NXA8 whole entry, looked up): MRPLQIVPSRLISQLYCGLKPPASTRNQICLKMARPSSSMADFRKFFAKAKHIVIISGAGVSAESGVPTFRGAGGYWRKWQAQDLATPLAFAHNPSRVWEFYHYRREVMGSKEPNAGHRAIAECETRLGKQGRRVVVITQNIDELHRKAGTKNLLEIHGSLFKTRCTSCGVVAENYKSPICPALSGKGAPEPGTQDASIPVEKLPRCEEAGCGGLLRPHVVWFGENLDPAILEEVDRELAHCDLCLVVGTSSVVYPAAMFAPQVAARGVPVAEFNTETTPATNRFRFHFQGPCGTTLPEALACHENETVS
# LGR2 inh = blocks bursicon-induced cAMP signaling via Drosophila LGR2; HEK293 LGR2, CRE-luciferase, bursicon-stimulated, 4 h; inhibition, % at 9.99 µM; 380,000 compounds, 0.35% hits; AID 720647;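 active means drop in luminescence signal, shown as inhibition above about 50% in the replicate tests, limit read from the data, passing the limit was not always enough; inconclusive means probably only some replicates passing the limit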;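 further: agonist challenge used bursicon conditioned medium at about half maximal strength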
# * marks the source's active call; other numbers are inactive results; u = inconclusive; x = not tested or not shown.
SMILES,DENV2 CPE,ARNT-TACC3 inh,PAX8 inh HTS,EWS-Fli block,CASP6 VEID inh,SIRT5 inh,LGR2 inh
CCOc1ccccc1N1C(=O)c2cccnc2C1=O,15,28,14,3,0,1,-4
CN(C)c1ccc2c(c1)[C@H]1C[C@@H](CC(=O)NCc3cccc(F)c3)O[C@@H](CO)[C@H]1O2,4,22,5,-5,0,1,-4
O=C1C=C(c2cc3ccccc3s2)C[C@@H](c2ccc3c(c2)OCO3)C1,-4,-2,-10,-36,-1,x,5
O=C(COc1ccccc1)Nc1ccc2[nH]ncc2c1,u,0,2,7,1,0,-6
COc1cc(S(=O)(=O)N2CCOCC2)ccc1NC(=O)COC(=O)/C=C/c1cc(OC)c(OC)c(OC)c1,-3,34,-3,9,1,x,x
CCCC(=O)Nc1ccc(C(=O)N/N=C/c2ccc[nH]2)cc1,x,-3,24,x,x,x,-3
CN1c2ccc(-c3ccccc3F)cc2[C@H]2[C@H](CCN2C(=O)Cc2ccccn2)[C@@H]1CO,-18,-4,-65,-30,-3,-3,-20
c1cc2c3c(cccc3c1)NC1(CCCCC1)N2,-5,8,x,10,3,6,-12
CC(C)(C)OC(=O)N1CCC(c2c(C(=O)N3CCN(C(=O)c4ccco4)CC3)cnn2-c2ccc(F)cc2)CC1,2,0,-9,x,3,-1,1
O=C(COC(=O)c1cccc(S(=O)(=O)NCc2ccccc2)c1)c1ccc2c(c1)OCCO2,-2,-3,1,9,6,-2,7
CCn1ccc(C(=O)N2CCN(c3ncccn3)CC2)n1,2,-4,x,-1,1,-1,-3
COc1ccc(S(=O)(=O)N2CCOC23CCN(C(=O)c2ccccc2Br)CC3)cc1,-2,-1,-1,x,0,-3,-3
O=C(Cc1cccs1)Nc1ccccc1,-1,1,-46,-31,4,0,-1
O=C(C[C@@H]1CC[C@H]2[C@@H](COC[C@H](O)CN2C(=O)c2ccccc2F)O1)NCc1ccc(-c2ccccc2)cc1,1,-3,x,x,2,6,18
CCOc1ccccc1/C=N/NC(=O)CNC(=O)COc1ccccc1,1,-5,7,1,4,-1,0
Cc1cc2nc3c(=O)[nH]c(=S)[nH]c3nc2cc1NC(=O)C(F)(F)F,-1,70*,-7,-46,11,2,9
C[C@H](CO)N1C[C@H](C)[C@H](CN(C)C(=O)Nc2ccc(F)cc2)Oc2ccc(NC(=O)Cc3cn(C)c4ccccc34)cc2CC1=O,4,x,x,-2,1,-1,11
Cc1occc1C(=O)NNC(=O)c1ccc(S(=O)(=O)N(C)C)cc1,-6,2,-20,-1,-4,-1,5
COC(=O)c1cc(Sc2cccc(Cl)c2Cl)ccn1,1,33,3,14,-3,-1,9
O=C(N/N=C/c1ccccn1)c1ccc2nc[nH]c2c1,1,40,-20,-5,4,1,x
Cc1noc(C)c1NC(=O)N(C)C[C@H]1OCCCC[C@H](C)Oc2ccc(NS(=O)(=O)c3cccs3)cc2C(=O)N([C@H](C)CO)C[C@@H]1C,-6,-13,-4,0,-2,-1,18
O=C(O)C[C@@H]1C[C@@H]2c3cc(NC(=O)NC4CCCC4)ccc3O[C@@H]2[C@@H](CO)O1,11,-7,6,-6,-2,5,-2
CNc1ncnc2c1ncn2[C@H]1CN(CCOC)C[C@@H](CO)O1,19,x,1,-3,-1,x,-9
CCCN(C)C1CN(Cc2cn(CCCC(=O)OC)nn2)S(=O)(=O)C1 (stereo not given),9,x,-3,9,1,-1,-5
Cc1cccc(N2CC(O)(c3cccs3)[N+]3=C2CCCC3)c1C (stereo not given),18,8,17,1,5,3,21
COc1ccc(-c2cccc(-c3nc4ccc(Cl)cn4c3NC3CCCCC3)c2)cc1,u,1,-1,20,-3,x,-7
Cc1nn(CCCC(=O)NCc2ccccc2)c(C)c1[N+](=O)[O-],15,-6,30,-3,0,3,9
Cc1ccc(S(=O)(=O)NCC(=O)N(CC(=O)NC2CCCC2)CC2CCCO2)cc1 (stereo not given),3,-6,-3,8,2,-3,2
O=C1SCC(c2ccccc2)=NN1Cc1ccccc1,x,-11,11,x,x,x,1
Cc1cc(=O)[nH]c(N/N=C/c2ccc(O)c(O)c2)n1,-1,67*,10,18,6,7,-15
CCOc1ccc(NC(=S)NCCCN2CCOCC2)cc1,5,-3,-6,-1,-7,-5,0
COc1cc(C(=O)NNC(=O)C2CC2)cc(OC)c1OC,-3,-7,-12,x,-1,-5,2
C[C@H]1CN([C@@H](C)CO)C(=O)Cc2cc(NS(=O)(=O)c3ccccc3)ccc2O[C@H]1CN(C)S(=O)(=O)c1cn(C)cn1,14,7,-24,2,0,-2,4
O=C(C[C@@H]1C=C[C@H](NC(=O)Nc2ccc(C(F)(F)F)cc2)[C@@H](CO)O1)NCCN1CCCC1,14,-35,2,-5,-1,1,13
CC(=O)N(C1=C(Cl)C(=O)c2ccccc2C1=O)c1ccc(C(=O)O)cc1,1,34,10,-6,91*,5,15
C[C@H]1CN([C@@H](C)CO)C(=O)Cc2cc(NS(=O)(=O)c3ccc(F)cc3)ccc2O[C@H]1CN(C)Cc1ccc2c(c1)OCO2,-3,x,-8,-1,-1,x,19
COC(=O)c1ccccc1C(=O)N(c1ccccc1)c1ccccc1,1,15,14,5,2,-2,0
CNC[C@@H]1Oc2ccc(NC(=O)C3CC3)cc2CC(=O)N([C@H](C)CO)C[C@H]1C,5,-2,-20,-4,1,2,8
CN(C)c1ccc2c(c1)[C@H]1C[C@@H](CC(=O)NCc3ccccc3)O[C@@H](CO)[C@H]1O2,-4,0,2,3,-3,-2,5
Cc1ccccc1OCC(=O)OCC(=O)NCc1cccs1,x,0,-24,x,x,x,17

# Complete entries, quoted from the list. Order of screens: DENV2 CPE | ARNT-TACC3 inh | PAX8 inh HTS | EWS-Fli block | CASP6 VEID inh | SIRT5 inh | LGR2 inh
# Cc1cc(=O)[nH]c(N/N=C/c2ccc(O)c(O)c2)n1 is listed with -1 | 67* | 10 | 18 | 6 | 7 | -15
# Cc1nn(CCCC(=O)NCc2ccccc2)c(C)c1[N+](=O)[O-] is listed with 15 | -6 | 30 | -3 | 0 | 3 | 9
# Cc1ccccc1OCC(=O)OCC(=O)NCc1cccs1 is listed with x | 0 | -24 | x | x | x | 17
# O=C(O)C[C@@H]1C[C@@H]2c3cc(NC(=O)NC4CCCC4)ccc3O[C@@H]2[C@@H](CO)O1 is listed with 11 | -7 | 6 | -6 | -2 | 5 | -2
# C[C@H]1CN([C@@H](C)CO)C(=O)Cc2cc(NS(=O)(=O)c3ccccc3)ccc2O[C@H]1CN(C)S(=O)(=O)c1cn(C)cn1 is listed with 14 | 7 | -24 | 2 | 0 | -2 | 4

# Filtered by structure: the entries above containing a thiophene ring, fused or not (5)
SMILES,DENV2 CPE,ARNT-TACC3 inh,PAX8 inh HTS,EWS-Fli block,CASP6 VEID inh,SIRT5 inh,LGR2 inh
O=C1C=C(c2cc3ccccc3s2)C[C@@H](c2ccc3c(c2)OCO3)C1,-4,-2,-10,-36,-1,x,5
O=C(Cc1cccs1)Nc1ccccc1,-1,1,-46,-31,4,0,-1
Cc1noc(C)c1NC(=O)N(C)C[C@H]1OCCCC[C@H](C)Oc2ccc(NS(=O)(=O)c3cccs3)cc2C(=O)N([C@H](C)CO)C[C@@H]1C,-6,-13,-4,0,-2,-1,18
Cc1cccc(N2CC(O)(c3cccs3)[N+]3=C2CCCC3)c1C (stereo not given),18,8,17,1,5,3,21
Cc1ccccc1OCC(=O)OCC(=O)NCc1cccs1,x,0,-24,x,x,x,17

# Other entries
SMILES,DENV2 CPE,ARNT-TACC3 inh,PAX8 inh HTS,EWS-Fli block,CASP6 VEID inh,SIRT5 inh,LGR2 inh
COc1ccc(NC(=O)c2ccc3nc(-c4ccccc4)c(-c4ccccc4)nc3c2)c(OC)c1,1,20,9,9,-1,x,x
Cc1noc(C)c1NC(=O)Nc1ccc2c(c1)C(=O)N([C@@H](C)CO)C[C@H](C)[C@@H](CN(C)C(=O)NC1CCCCC1)O2,1,x,-16,-1,0,7,8
Cc1ccc(C)c(-c2cc(C(=O)Nc3nccs3)c3ccccc3n2)c1,-3,1,x,7,-1,3,x
CN(C)C(=O)c1ccc(-c2ccc3c(c2)[C@@H]2[C@@H](CCN2C(=O)C2CCCCC2)[C@H](CO)N3C)cc1,7,x,48,-2,0,1,6
CC[C@@]1(C(=O)OC)N[C@H](CN(C)C(C)=O)[C@@H]2C(=O)N(Cc3ccccc3)C(=O)[C@@H]21,-2,-10,3,1,1,x,-17
C[C@H]1CN([C@@H](C)CO)C(=O)Cc2cc(NS(=O)(=O)c3ccccc3)ccc2O[C@@H]1CN(C)C,1,-13,-9,0,-2,1,7
C=CCOC(=O)C1=C[C@H](c2cn(C(C)=O)c3ccccc23)C[C@H](OCCCCO)O1,3,1,-6,4,-2,-8,-6
Cc1ccc(SCC(=O)OCc2csc(CC(=O)Nc3ccccc3C)n2)cc1C,4,2,2,7,-2,5,-1
CC(=O)OCC(=O)Nc1ccc(Br)c(C)c1,1,x,-2,-5,-1,0,-16
S=c1[nH]nc(-c2ccncc2)n1/N=C/c1cccc(Cl)c1,1,x,13,0,-2,-2,-8
COc1ccc(NC(=S)NCCc2ccccc2)c(C)c1,-8,4,16,x,36*,1,-5
Cc1ccc(NC(=O)CN(C)CC(=O)Nc2ccccc2C(=O)Nc2ccccc2)cc1,10,2,11,3,-1,0,-12
CCC(C(=O)NC(C)(C)C)n1c(-c2cccc(NC(C)=O)c2)nc2ccccc21 (stereo not given),-7,x,1,-4,-1,0,1
N#C/C(=C\c1ccc(OC(F)F)cc1)C(=O)N1CCCCC1,3,-3,-17,-17,5,-4,-24
Cc1ccc(CN2C(=O)N/C(=C/c3ccc(-c4ccc(C(=O)O)cc4)o3)C2=O)cc1,-2,2,-1,-19,10,2,5
COc1ccc(NC(=O)Nc2ccc3c(c2)C(=O)N([C@H](C)CO)C[C@H](C)[C@@H](CN(C)C(=O)NC2CCCCC2)OCCCC[C@H](C)O3)cc1,6,-3,7,2,-1,7,15
CCOc1cc(NC(=S)NC)c(OCC)cc1NC(=O)c1cccs1,2,-12,7,7,1,-7,-6
COc1cc(/C=C\C(=O)NCc2ccc3c(c2)cc(C)n3C)cc(OC)c1OC,-13,-1,14,-16,-1,3,-19
CC(C)[C@@H]1NC(=O)c2cc([N+](=O)[O-])cc(I)c2OCC[C@@H](C(N)=O)NC(=O)[C@H](CCC(=O)O)NC1=O,-8,-9,-10,7,1,4,-14
Cc1c(NC=C(C#N)C#N)c(=O)n(-c2ccccc2)n1C,-5,-3,11,5,x,4,4
CCOc1ccc(CNC(=O)CCc2cn(C)c3ccccc23)cc1,0,-3,-11,-10,1,-4,14
CC1=NN(C(=O)c2ccc(Cl)cc2)C(O)(c2ccccc2)C1 (stereo not given),7,2,21,-3,1,8,4

# Just SIRT5 inh, CASP6 VEID inh and EWS-Fli block, for 4 of the compounds above:
Structure	SIRT5 inh	CASP6 VEID inh	EWS-Fli block
N#C/C(=C\c1ccc(OC(F)F)cc1)C(=O)N1CCCCC1	-4	5	-17
Cc1ccc(CN2C(=O)N/C(=C/c3ccc(-c4ccc(C(=O)O)cc4)o3)C2=O)cc1	2	10	-19
COc1ccc(NC(=O)Nc2ccc3c(c2)C(=O)N([C@H](C)CO)C[C@H](C)[C@@H](CN(C)C(=O)NC2CCCCC2)OCCCC[C@H](C)O3)cc1	7	-1	2
CCOc1cc(NC(=S)NC)c(OCC)cc1NC(=O)c1cccs1	-7	1	7

# High-throughput results from PubChem.
